From PubChem BioAssay
UBC13 polyUb = blocks human UBC13 polyubiquitin chain formation. P61088. TR-FRET. inhibition, % at 20 µM. actives 0.47% (n = 330,000). AID 485273; in the data active = inhibition above about 45%, passing the limit was not always enough
Target sequence (P61088 whole entry, looked up): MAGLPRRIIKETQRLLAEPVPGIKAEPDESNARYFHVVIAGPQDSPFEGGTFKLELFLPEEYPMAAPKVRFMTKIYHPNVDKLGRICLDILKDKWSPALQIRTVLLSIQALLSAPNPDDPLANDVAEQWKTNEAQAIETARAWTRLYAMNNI
EBI2 antag = antagonists of human EBI2 receptor; actives 0.81% (n = 360,000); inhibition, % at 5 µM; P32249; AID 651636; EBI2 beta-arrestin recruitment, luminescence, 7a,25-OHC stimulated; in the data active = inhibition above about 38%;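 note: enzyme fragment complementation signal reports receptor beta-arrestin coupling in cells; 0% = agonist plus DMSO wells and 100% = wells without agonist; some results beyond the cut were filed as inactive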
CXCR6 block = CXCR6 (human) receptor inhibition; inhibition, % at 20 µM; O00574; CHO-K1 PathHunter CXCR6 beta-arrestin, luminescence; actives 0.36% (n = 360,000); AID 602244; in the data active = inhibition above about 34%, passing the limit was not always enough;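 note: antagonist mode with CXCL16 agonist at 10 nM final; 0% = 10 nM CXCL16 with DMSO and 100% = unstimulated wells without agonist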
Target sequence (O00574 whole entry, looked up): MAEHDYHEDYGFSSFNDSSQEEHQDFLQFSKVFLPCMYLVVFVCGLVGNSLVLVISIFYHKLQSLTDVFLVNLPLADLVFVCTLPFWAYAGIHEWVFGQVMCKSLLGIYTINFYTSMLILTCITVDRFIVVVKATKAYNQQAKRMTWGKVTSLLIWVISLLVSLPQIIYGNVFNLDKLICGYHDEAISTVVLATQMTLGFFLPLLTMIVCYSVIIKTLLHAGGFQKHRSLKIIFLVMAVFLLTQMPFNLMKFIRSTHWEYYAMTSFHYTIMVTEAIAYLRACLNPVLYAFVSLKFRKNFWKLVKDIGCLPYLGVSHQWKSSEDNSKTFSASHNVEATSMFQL
697 NFkB inh = inhibitors of the PMA/ionomycin-induced NF-kB reporter in 697 B cells; 697 B-cell NF-kB luciferase reporter, 16 h; inhibition, % at 4 µM; actives 0.33% (n = 330,000); AID 435022; in the data active = inhibition above about 35%
Jurkat NFkB inh = lowers PMA/ionomycin-induced NF-kB signal in Jurkat cells; PMA/ionomycin-induced NF-kB luciferase reporter, luminescence; inhibition, % at 4 µM; actives 0.53% (n = 330,000); AID 435003; in the data active = inhibition above about 50%
Gli-Sufu block = Gli-Sufu pathway antagonism; inhibition, % at 5 µM; AID 588413; Sufu-KO-LIGHT fibroblasts, Gli luciferase reporter luminescence; actives 0.74% (n = 340,000);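 active = inhibition above about 55%, limit read from the data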;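 note: 0% = DMSO-treated cells and 100% = wells with medium but no cells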
APJ antagonist = APJ receptor antagonism; inhibition, % at 20 µM; P35414; AID 2521; actives 0.32% (n = 330,000); CHO-K1 APJ beta-arrestin complementation, luminescence;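 active = inhibition above about 40% at 20 µM, limit read from the data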;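 note: cells challenged with 10 nM apelin-13 agonist together with compound; plate controls were apelin-13 plus DMSO wells for no effect and DMSO wells lacking apelin-13 for full effect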
Target sequence (P35414 whole entry, looked up): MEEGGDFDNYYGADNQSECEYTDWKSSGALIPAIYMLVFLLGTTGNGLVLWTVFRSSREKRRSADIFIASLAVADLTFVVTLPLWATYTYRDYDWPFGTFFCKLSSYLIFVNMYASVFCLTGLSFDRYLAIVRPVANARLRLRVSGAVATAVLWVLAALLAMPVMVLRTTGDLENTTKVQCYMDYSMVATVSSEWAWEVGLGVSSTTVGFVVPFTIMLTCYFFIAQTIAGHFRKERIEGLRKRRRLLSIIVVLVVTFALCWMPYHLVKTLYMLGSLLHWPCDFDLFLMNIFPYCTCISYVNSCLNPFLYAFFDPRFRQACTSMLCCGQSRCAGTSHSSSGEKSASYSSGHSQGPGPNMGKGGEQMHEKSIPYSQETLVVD
CCR6 antag = CCR6 (human) receptor antagonism; P51684; actives 0.49% (n = 340,000); inhibition, % at 20 µM; AID 493098; CHO-K1 CCR6 PathHunter beta-arrestin, luminescence, CCL20-stimulated;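 active = compounds whose inhibition of the agonist-driven luminescence signal at 20 µM reaches about 50%, limit read from the data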;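 note: cells stimulated with CCL20 at 14 nM final; plate controls were DMSO with CCL20 for no effect and DMSO without agonist for full effect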
* = called active by the depositor; · = not tested or not shown.

SMILES | UBC13 polyUb | EBI2 antag | CXCR6 block | 697 NFkB inh | Jurkat NFkB inh | Gli-Sufu block | APJ antagonist | CCR6 antag
Cc1ccc(OCc2cc(C(=O)NCc3cnn(-c4cccc(F)c4)c3)no2)cn1 | 16 | 11 | 6 | -5 | 4 | 9 | -8 | 18
CCCCN(C(=O)c1ccc(Cl)c([N+](=O)[O-])c1)c1c(N)n(CCC)c(=O)[nH]c1=O | 8 | 2 | -10 | 6 | -18 | -13 | -2 | -1
Cc1nn(CC(=O)Nc2ccc3c(c2)OCO3)c(C)c1[N+](=O)[O-] | -20 | 5 | 14 | -3 | 0 | -4 | 17 | 6
Cc1ccccc1OCC(=O)Nc1ccc(N2CCN(C(=O)C(C)C)CC2)c(Cl)c1 | -2 | 0 | -10 | -1 | 24 | 27 | -7 | 9
Cc1cc(=O)[nH]c2c3ccccc3nn12 | 9 | -15 | 0 | 30 | 8 | -8 | 0 | -10
CCn1cc(C(=O)OCC(=O)c2cc(C)n(-c3ccccc3)c2C)c(=O)c2ccc(C)nc21 | 7 | 6 | 6 | -2 | 14 | -7 | -2 | -6
CC(=O)c1ccc(OCCCC(=O)NCc2nnc3ccccn23)cc1 | 0 | 5 | -5 | 26 | 0 | -5 | 15 | 0
CCCCC(=O)Nc1ccc(C(=O)NNC(=O)c2ccccc2Br)cc1 | -12 | -2 | 2 | 18 | 12 | 5 | 2 | 0
COc1ccc(NC(=O)CN(C)S(=O)(=O)c2ccc(Cl)cc2)cn1 | 1 | 0 | 5 | 4 | -3 | -5 | -4 | 3
Cc1ccc(C(=O)OCC(=O)Nc2ccc3[nH]c(=O)[nH]c3c2)o1 | -8 | -4 | 0 | 11 | -1 | -23 | 10 | 7
CCn1c(=O)c2cc(C(=O)Nc3cccc(C(C)=O)c3)sc2c2ccccc21 | -5 | 9 | -9 | -7 | -2 | 21 | 7 | -1
O=C1CC[C@@H](OCc2ccccc2)CCN1CC[C@H](Sc1ccccc1)c1ccccc1 | 3 | 1 | 15 | 14 | 11 | -14 | 1 | 19
Cc1cc(C)cc(NC(=O)NCC(O)COc2ccc([N+](=O)[O-])cc2)c1 (stereo unspecified) | 2 | 8 | 6 | 21 | -3 | 7 | 13 | 14
O=C(N/N=C/c1cccnc1)c1cccc(NC(=O)c2ccc(Cl)cc2)c1 | 11 | 1 | 1 | -6 | -19 | 0 | -1 | 11
OCCN=C1CCCc2c1[nH]c1ccc(Br)cc21 | 13 | 3 | 1 | 4 | 0 | -8 | -2 | -26
COc1ccccc1-c1nnc2sc(COc3ccc(Cl)cc3)nn12 | -4 | -5 | -2 | -18 | 11 | 26 | -8 | 12
COc1ccc(Cl)cc1C(=O)Nn1c(C)nc2ccccc2c1=O | 1 | -2 | -4 | -2 | 10 | 42 | -5 | 5
CCOCCCNC(=O)c1cc2c(=O)[nH]c3ccccc3c2s1 | 7 | 5 | -4 | 8 | 2 | 14 | 7 | -4
CC(=O)c1ccc(OCC(O)CN2CCN(CC(O)COc3ccc(C(C)=O)cc3)CC2)cc1 (stereo unspecified) | 5 | 9 | 5 | -1 | -7 | -14 | 13 | -1
COC(=O)CCCC(=O)N1CCOCCN(C(=O)CCCC(=O)OC)CCOCC1 | -18 | -4 | -5 | -22 | -3 | 2 | 7 | 2
Cc1cc(=O)n2nc(N3CCCC(C(=O)NCCc4ccc(Cl)cc4)C3)sc2n1 (stereo unspecified) | 0 | 6 | -8 | 7 | 16 | 2 | 12 | -5
O=C(N/N=C/c1c[nH]c2ccc(Br)cc12)c1ccn(Cc2ccc(Cl)cc2)n1 | -10 | 16 | -3 | 2 | -2 | 11 | -22 | -15
CN(C)CCNC(=S)Nc1ccccc1Cl | 1 | -17 | -7 | 19 | -3 | 6 | -10 | 4
CCn1c(SCC(=O)Nc2cccc(O)c2)nc2c1c(=O)n(C)c(=O)n2C | 8 | -9 | 6 | 12 | -2 | -6 | 7 | 11
O=C1C2C3C=CC(C4CC34)C2C(=O)N1/N=C/c1ccc([N+](=O)[O-])s1 (stereo unspecified) | -1 | 1 | -7 | -22 | -14 | -22 | -32 | -5
O=C(C1=C[C@H](c2ccc3c(c2)OCO3)C[C@H](OCCCCO)O1)N1CCN(Cc2ccccc2)CC1 | -5 | 14 | 2 | 2 | 20 | 8 | -1 | 16
Cc1ccc(CNC(C)c2ccccc2)cc1 (stereo unspecified) | 3 | -14 | -8 | 21 | 3 | 0 | -13 | 8
Cc1cnc(NC(=O)c2ccc(F)c(S(=O)(=O)N3CCOCC3)c2)s1 | -15 | -2 | 7 | -9 | -20 | -14 | 4 | 14
COc1ccc(N=Nc2nc3cc(Br)c(Br)cc3n2C)c(OC)c1 | · | -18 | 0 | · | · | -1 | · | 9
Cc1ccc(C)c(NC(CC(=O)c2ccccc2)C(=O)OCC(=O)c2cccs2)c1 (stereo unspecified) | -6 | 15 | 13 | 0 | -13 | 0 | -1 | 2
Cn1cccc1C(=O)NC(=O)COC(=O)c1ccc(S(C)(=O)=O)c([N+](=O)[O-])c1 | -8 | -6 | 2 | -2 | -4 | -1 | -1 | 18
CC1CCCN(C2=C(NS(=O)(=O)c3ccc(Br)cc3)C(=O)c3ccccc3C2=O)C1 (stereo unspecified) | -49 | -6 | 5 | -15 | 0 | -1 | -79 | 38
CCn1cc(CN2CCC(C(=O)Nc3cccc(-c4cccc(Cl)c4)c3)CC2)cn1 | 21 | -6 | -22 | -9 | 3 | 20 | 4 | 9
NS(=O)(=O)c1ccc(NC(=O)c2c(F)cccc2Cl)cc1 | -8 | 7 | 4 | -3 | 0 | 1 | 4 | -11
O=C(NCc1ccc(Cl)cc1)[C@@H]1CCCN1S(=O)(=O)c1ccc(Cl)cc1 | 18 | -6 | 0 | 8 | 0 | -3 | 5 | 17
Cc1c(N/C(=N/S(=O)(=O)c2ccc(F)cc2)c2ccccc2)c(=O)n(-c2ccccc2)n1C | -14 | -1 | -5 | -17 | 12 | -1 | -3 | 12
O=C(Nc1ccc2ccccc2c1)c1onc2c1CCCC2 | -4 | 29 | -15 | -330 | -209 | 3 | -13 | 4
CCc1ccccc1NC(=O)CN(C)C(=O)c1cc(C2CC2)nc2c1cnn2C(C)C | -11 | 3 | -2 | 9 | 2 | -11 | 20 | 9
CSc1ccc(CNC(=O)C2CCC(=O)N(Cc3cccc(F)c3)C2)cc1 (stereo unspecified) | -8 | 0 | 1 | 6 | 6 | 7 | -3 | 2
O=C(N/C(=C\c1cccs1)C(=O)N1CCOCC1)c1cccs1 | -2 | -1 | -4 | 12 | -7 | 22 | -4 | 2
O=C(CN1CCCCCC1)N/N=C/c1cccc(Cl)c1Cl | 2 | 26 | -12 | 3 | -13 | 3 | 3 | -1
CCn1c(C)c(C(C)=O)c(N2CCN(c3cccc(Cl)c3)CC2)nc1=S | -4 | -6 | -1 | 3 | -7 | 4 | 2 | 12
C#CCOCCOCCOCCNc1nc(N2CCN(C(=O)[C@H]([C@@H](C)CC)n3cc([C@@H](N)CC(C)C)nn3)CC2)nc(N2CCN(C(=O)[C@H](CCCCN)n3cc([C@@H](N)CO)nn3)CC2)n1 | 13 | -10 | 5 | 10 | 6 | 4 | 2 | 0
NC(=O)c1ccc(/C=N/O)nc1 | -10 | -14 | -3 | -5 | 16 | 3 | 7 | 20
COC(=O)c1c(C)cc(O)c(C=O)c1O | 3 | -1 | 2 | 16 | 7 | -15 | 7 | -10
Cc1ccc(SCC(=O)OCC(=O)Nc2ccc3[nH]c(=O)[nH]c3c2)cc1C | 2 | 1 | -4 | 11 | 1 | -12 | 2 | 10
Cc1cccc(OCC(=O)Nc2cccc(C(=O)Nc3ccccc3C(=O)O)c2)c1 | -2 | 1 | 0 | 15 | 8 | -2 | -7 | 2
O=C(O)c1cccc(N/N=C/c2cccs2)c1 | -3 | 6 | -1 | -36 | 42 | -103 | -22 | -2
O=C(N/N=C/C1CC2CCC1C2)C1CC1 (stereo unspecified) | 4 | 1 | -15 | 19 | 0 | -1 | -18 | 11
O=C(c1ccco1)N1CCN(S(=O)(=O)c2cccc(C(F)(F)F)c2)CC1 | -1 | -13 | -6 | -2 | 9 | -25 | 4 | 1
(further entries)
SMILES | UBC13 polyUb | EBI2 antag | CXCR6 block | 697 NFkB inh | Jurkat NFkB inh | Gli-Sufu block | APJ antagonist | CCR6 antag
CCOc1cccc(OCCCOc2cccc3cccnc23)c1 | 8 | 4 | -11 | -17 | -23 | -1 | -3 | 12
COc1ccccc1-n1nnnc1SC(C)C(=O)NC1CCCC1 (stereo unspecified) | -4 | -4 | -19 | 13 | 10 | -9 | 9 | 3
COC(=O)C1=C(C(=O)OC)SC2(S1)C(C(=O)OC)=C(C(=O)OC)SC1=C2c2cc(C)ccc2NC1(C)C | -5 | -9 | 5 | 6 | 6 | 0 | 6 | 47
Cc1ccc(OCC(=O)NNC(=S)NC(=O)C2CCCCC2)c(C)c1 | -4 | 10 | 38 | 13 | -5 | -1 | 22 | 38
CN(CC(=O)N1CCCCCC1)S(=O)(=O)c1ccccc1 | -4 | 0 | -2 | -74 | -22 | -29 | -16 | 2
COc1ccc(CCNC(=O)C2CCN(S(=O)(=O)c3ccc(OC)c(OC)c3)CC2)cc1OC | -6 | 0 | -4 | -29 | -5 | -9 | 5 | -7
Cc1ccc(NC(=O)CN2CCC(C(=O)c3ccc4c(c3)OCCO4)CC2)cc1 | -3 | 23 | 3 | -14 | 4 | 1 | -5 | 14
Cc1ccn2cc(CNC(=O)c3cccs3)nc2c1 | 5 | -6 | 0 | 8 | 8 | 42 | -7 | -6
COc1ccc2c(=O)cc(-c3cccnc3)oc2c1OC | 2 | 3 | -3 | 5 | -4 | 1 | 5 | 10
Cc1ccc(S(=O)(=O)NC(=O)NCc2ccccc2)cc1 | 7 | 2 | -6 | 24 | 10 | 3 | 12 | -5
N#C/C(=C\c1ccncc1)C(=O)Nc1ccc(C(=O)O)cc1 | 6 | 2 | -6 | -1 | 1 | 5 | 2 | 0
COc1ccc(/C(C)=N/Nc2ncc(Cl)cc2Cl)c(O)c1 | 3 | 43* | 2 | -18 | -9 | -11 | 11 | 22
CCOC(=O)c1nn(C23CC4CC(CC(C4)C2)C3)c2c1C(=O)N(c1ccc(C)cc1)C2=O | -15 | -12 | 11 | 6 | 5 | 2 | 7 | -2
COC(=O)CC1SC(=O)NC1=Nc1ccccc1 (stereo unspecified) | 10 | -5 | 2 | 11 | 10 | 1 | -1 | 7
COc1cc(OC)c(NS(=O)(=O)c2c(C(=O)N3CCCCC3)c(C)n(C)c2C)cc1Cl | -4 | 3 | -1 | -6 | 3 | -17 | 29 | -5
COc1ccc(C(=O)/C=C/c2ccc(N(C)C)cc2)c(OC)c1 | -47 | 1 | 0 | -16 | 13 | 3 | -11 | 1
O=C(NNC(=S)Nc1ccc(Cl)c(Cl)c1)c1cccc([N+](=O)[O-])c1 | -23 | -3 | 17 | 3 | 2 | -17 | 19 | 36
Cc1c(NC(=O)CN2CCN(C(=O)c3ccco3)CC2)c(=O)n(-c2ccccc2)n1C | 18 | -1 | 6 | 11 | -2 | 3 | 7 | 1
COC(=O)CNC(=O)CN1C(=O)NC2(CCCc3ccccc32)C1=O (stereo unspecified) | 6 | -2 | -3 | 13 | -3 | 8 | 12 | -5
COC(=O)CSc1nc(C2CC2)nc2ccccc12 | -1 | -5 | 2 | -7 | 4 | -3 | 10 | 7
OCC(O)CNC(=S)NC1CCCCC1 (stereo unspecified) | 3 | -9 | 2 | 14 | 3 | 1 | -5 | 8
CCOC(=O)COc1coc(CN2CCN(c3cccc(Cl)c3)CC2)cc1=O | 0 | 4 | 4 | 20 | 14 | -16 | 5 | -18
COc1ccc(/C(N)=N/OC(=O)c2cccc([N+](=O)[O-])c2)cc1 | -2 | 5 | -17 | -142 | -107 | 0 | -47 | -15

3 compounds from above, limited to UBC13 polyUb, 697 NFkB inh and CXCR6 block.
Compound,UBC13 polyUb,697 NFkB inh,CXCR6 block
O=C(NNC(=S)Nc1ccc(Cl)c(Cl)c1)c1cccc([N+](=O)[O-])c1,-23,3,17
Cc1c(NC(=O)CN2CCN(C(=O)c3ccco3)CC2)c(=O)n(-c2ccccc2)n1C,18,11,6
COC(=O)CNC(=O)CN1C(=O)NC2(CCCc3ccccc32)C1=O (stereo unspecified),6,13,-3

This is a random part of the collection. Share with any hit: about 3%.
